Shn3 3UTR inh – reduces Shn3 3'UTR luciferase signal in osteoblasts; Clone20 osteoblast Shn3 3'UTR firefly luciferase, 24 h; 0.52% of 360,000 active; AID 588674; inhibition, % at 12.5 µM;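 active means mean inhibition of at least 75% with every replicate also reaching 75%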;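 further: 0% = median of neutral control wells and 100% = pilot-screen positive control compound; some compounds past the cut are filed as inactive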
PDI inh – blocks human protein disulfide isomerase activity. AID 588391. PDI insulin aggregation turbidity, A650, 90 min. P07237. 0.052% of 350,000 active. inhibition, % at 10 µM;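 active means mean inhibition across replicates of 30% or more, whatever share of single replicates reach that level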;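 further: absorbance from insulin aggregation driven by PDI reduction with DTT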
CaV13 FRET inh – Primary screen for inhibitors of IQ motif and Ca2+-dependent inactivation inhibitor domain binding in CACNA1D, Förster resonance energy transfer in living cells, …; HEK cells, CFP/YFP FRET ICDI-IQ, plate reader, 10 min; percent FRET-ratio fall versus neutral wells; inhibition, % at 12.3 µM; 0.098% of 340,000 active; AID 743397;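 active means mean replicate inhibition of at least 30% and at least 1% of replicates passing that level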;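 further: 0% = median of the neutral control wells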
NR2E3 ag-1 – activates human NR2E3 receptor. 0.35% of 360,000 active. Q9Y5X4. inhibition of corepressor binding, % at 3.98 µM. CHO-S Gal4-NCOR/VP16-NR2E3 two-hybrid, luciferase. AID 602229;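 active means inhibition above the mean of all tested compounds plus 3 SD, cut at about 70% in these data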;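 further: 0% = DMSO with NR2E3 transfected cells and 100% = cells lacking NR2E3 construct; higher means lower luciferase signal from less NR2E3 corepressor binding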
Target sequence (Q9Y5X4 whole entry, looked up, the tested form may be a part): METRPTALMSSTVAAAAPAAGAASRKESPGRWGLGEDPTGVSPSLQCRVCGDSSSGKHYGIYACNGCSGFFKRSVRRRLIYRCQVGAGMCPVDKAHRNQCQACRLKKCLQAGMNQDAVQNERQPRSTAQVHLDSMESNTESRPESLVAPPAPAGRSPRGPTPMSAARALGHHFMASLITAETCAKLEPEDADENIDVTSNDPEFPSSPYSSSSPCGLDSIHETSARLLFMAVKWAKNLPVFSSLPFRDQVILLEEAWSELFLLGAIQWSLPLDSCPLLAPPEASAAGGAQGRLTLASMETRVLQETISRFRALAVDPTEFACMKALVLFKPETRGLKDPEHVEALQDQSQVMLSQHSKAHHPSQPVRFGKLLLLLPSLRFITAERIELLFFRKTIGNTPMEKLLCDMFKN
iPSC survival up – increases survival of single human iPS cells | survival enhancement, % at 20 µM | hiPSC single-cell survival, ATPlite luminescence; 100% = ROCK inhibitor wells, 0% = DMSO | 0.044% of 360,000 active; in the data active means survival enhancement above about 18%;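 further: cells exposed to compounds for 16 hours before the ATP read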
m5-HT2A agonist – agonists of mouse serotonin 5-HT2A receptor (HTR2A); P35363; CHO-K1 mHTR2A beta-arrestin complementation, luminescence; percent of 30 µM serotonin response; activation, % at 7.6 µM; 0.66% of 360,000 active;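 active means activation above a run cutoff, the mean activation of all tested compounds plus 3 SD, cut at about 14% in these data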;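 further: 0% = plate median of compound wells and 100% = 30 µM serotonin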
Target sequence (P35363 whole entry, looked up): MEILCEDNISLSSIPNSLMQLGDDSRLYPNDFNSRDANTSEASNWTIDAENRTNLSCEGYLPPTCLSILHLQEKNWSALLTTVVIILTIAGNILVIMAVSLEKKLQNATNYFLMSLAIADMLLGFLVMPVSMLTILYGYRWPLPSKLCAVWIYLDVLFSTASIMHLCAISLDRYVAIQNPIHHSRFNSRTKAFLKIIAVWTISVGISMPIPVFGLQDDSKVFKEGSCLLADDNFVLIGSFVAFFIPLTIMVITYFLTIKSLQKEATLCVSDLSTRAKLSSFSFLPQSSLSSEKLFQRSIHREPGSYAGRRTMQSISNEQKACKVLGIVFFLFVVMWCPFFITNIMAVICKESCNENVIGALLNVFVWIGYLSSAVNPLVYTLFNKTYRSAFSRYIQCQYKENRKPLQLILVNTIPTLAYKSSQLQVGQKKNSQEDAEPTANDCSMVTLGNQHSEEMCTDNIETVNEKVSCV
TRPM1 prom inh – reduces MITF-dependent TRPM1 promoter luciferase signal | SK-MEL-5 TRPM1 promoter luciferase, 24 h | inhibition, % at 12.5 µM | 0.83% of 330,000 active | AID 488899;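 active means mean inhibition across replicates of 60% or more, whatever share of single replicates reaches that level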; further: values of inactives mirror those of a sister screen read the other way
Peg3 prom inh – Peg3 promoter activity inhibition; inhibition, % at 20 µM; AID 588405; 1.7% of 360,000 active; HeLa PEG-Prom luciferase reporter, luminescence, overnight;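 active means inhibition of at least 50% at 20 µM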
H9c2 protect – myocardial damage modulation in H9c2 cells. 0.63% of 360,000 active. protection from H2O2 cell death, % at 20 µM. AID 588492. H9c2 cardiomyocytes, H2O2 injury protection, ATPLite, 2 h;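 active means compounds giving at least 50% protection of heart cells from peroxide-induced death in the single-dose screen, raw or plate-pattern-corrected value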;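 further: 0% = DMSO wells with peroxide and 100% = DMSO wells without peroxide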
HIF-2a inh – blocks HIF-2a reporter activity. 786-0 RCC cells HIF-2a reporter, luciferase luminescence, overnight. inhibition, % at 18.8 µM. 0.72% of 360,000 active. AID 624352;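 active means inhibition of the luminescence signal of 40% or more relative to plate controls, in a single-dose primary screen at 18.75 µM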
NR2E3 ag-2 – activates human photoreceptor nuclear receptor NR2E3 | Q9Y5X4 | GST-NR2E3/biotin-RetCOR TR-FRET, 1536-well | inhibition of corepressor binding, % at 4.78 µM | 0.12% of 320,000 active | AID 2300;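 active means percent inhibition above the cutoff of mean plus 3 SD of all tested compounds, set per screening campaign, cut at about 20% in these data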;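 further: 0% = DMSO wells and 100% = biotin wells as full block of FRET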
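System: GST-tagged NR2E3 plus biotinylated RetCOR corepressor; Amount: 1.35 nM GST-tagged NR2E3 final; Dosing: single nominal compound dose of 4.8 µM; Schedule: 5 h incubation at 4 °C; Technique: TR-FRET with europium anti-GST and streptavidin-D2, 340 nm excitation; Controls: biotin wells as high control, 0.6% DMSO wells as low control.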
* marks the source's active call; other numbers are inactive results; . = no result given; & = joins results of further samples. Rows were taken by chance; about 3.9% have a hit in one of these screens.

SMILES | Shn3 3UTR inh | PDI inh | CaV13 FRET inh | NR2E3 ag-1 | iPSC survival up | m5-HT2A agonist | TRPM1 prom inh | Peg3 prom inh | H9c2 protect | HIF-2a inh | NR2E3 ag-2
COc1ccccc1OCCn1c(=O)sc2ccccc21 | 11 | 1 | -5 | -20 | 2.7 | -3 | -11 | -17 | 1 | -31 | 0
CN1CCN(C(=S)NC(CC(=O)c2ccccc2)c2ccccc2)CC1 (stereo unspecified) | 68 | 2 | -20 | -15 | -0.3 | -9 | 1 | 11 | 2 | -1 | 3
CCc1ccc([C@@H]2CC=C(C(=O)O)[C@H](c3ccc(Br)cc3)N2S(=O)(=O)c2ccc(C)cc2)cc1 | -9 | 1 | -5 | 3 | 2.0 | 6 | -10 | 10 | -19 | 13 | .
CCOc1cc(-c2nc(-c3ccc(OC)cc3)no2)cc(OCC)c1OCC | 14 | -4 | . | -23 | 6.9 | -2 | 10 | 4 | -6 | 2 | 1
Cc1ccccc1N=C1NC(=O)C(CO)(CO)S1 | -1 | -1 | -12 | 4 | 0.0 | 4 | 9 | 7 | 5 | 7 | .
O=C(O)c1sccc1Oc1ccc(NS(=O)(=O)c2ccc(Cl)cc2)cc1 | -4 | 13 | -5 | -18 | -0.4 | 1 | 7 | 22 | -1 | -5 | -2
Cc1ccc(OCCNC(=O)/C=C/c2ccccc2)cc1 | 1 | -1 | -5 | -6 | 1.8 | -3 | -9 | 5 | 6 | 10 | 0
O=C(C1CCC(CNc2c(N3CCOCC3)c(=O)c2=O)CC1)N1CCN(c2ccccc2)CC1 (stereo unspecified) | -16 | 3 | -5 | -7 | 1.2 | -5 | 7 | -9 | -2 | 17 | 3
O=C(COc1ccc(Cl)cc1Cl)Nc1ccccc1F | -14 | 0 | -4 | 4 | -0.9 | 4 | -4 | -149 | -18 | -153 | 3
CC(=O)N1CCc2cc(S(=O)(=O)NC(CC(C)C)C(=O)N3CCc4ccccc4C3)ccc21 (stereo unspecified) | -32 | -2 | -6 | -4 | 3.1 | 0 | 7 | 11 | 4 | 6 | -2
CN(C)/N=C/c1c(O)ccc2ccccc12 | -23 | 2 | -6 | -11 | 9.2 | 3 | -9 | -36 | -10 | -30 | -4
OC[C@@H]1CN(Cc2ccc(-c3ccccc3)cc2)C[C@H](n2cnc3c(NC4CC4)ncnc32)O1 | 34 | 5 | -10 | 23 | 2.5 | 0 | . | -5 | -11 | -22 | .
COc1ccc(Nc2nc(-c3ccccc3)nc3ccccc23)cc1S(=O)(=O)N1CCOCC1 | . | -2 | -4 | -18 | 0.7 | 3 | 6 | 62* | 46 | -57 | 0
COc1ccc(N2C(=O)CCC(C(=O)O)C2c2ccc(F)cc2)cc1 (stereo unspecified) | -2 | 4 | -6 | 9 | 0.6 | 3 | 7 | 1 | 3 | 15 | -1
COc1cc(N=Nc2ccc(Br)cc2)cc(C=O)c1O | -11 | -5 | -6 | 15 | 0.9 | -5 | . | 49 | 44 | -72 | .
CCN(C(=O)CN1CCN(c2cccc(Cl)c2)CC1)c1c(N)n(Cc2ccccc2)c(=O)[nH]c1=O | 4 | 5 | 10 | 17 | -0.4 | 0 | -15 | 0 | 2 | 20 | -1
Cc1[nH]c(C)c(S(=O)(=O)NCCc2ccccc2)c1C(=O)N1CCCC1 | 0 | 1 | -6 | -9 | -0.4 | 2 | 2 | -10 | 3 | 0 | -1
O=C(c1cccnc1)N1CCN(C(=O)c2ccco2)CC1 | 2 | 8 | -9 | 10 | -0.9 | 8 | 4 | 0 | 6 | -5 | -2
CCOC(=O)C1(Cc2cccc(OC)c2)CCCN(C(=O)CSC)C1 (stereo unspecified) | -41 | -8 | -18 | -62 | -0.4 | 0 | -52 | -192 | 2 | -208 | 1
c1ccc(-c2csc(Nc3nc(N4CCOCC4)nc(N4CCOCC4)n3)n2)cc1 | 34 | -9 | . | -25 | -1.7 | 0 | 27 | 11 | 8 | 26 | 0
O=C(NCc1ccc2c(c1)OCO2)C(=O)Nc1ccccc1 | -11 | -3 | 4 | -11 | 0.9 | 2 | -22 | -86 | 1 | -97 | 1
CCN(CC)c1ccc(NC(=O)c2ccccc2F)cc1S(=O)(=O)Nc1ccccc1OC | 29 | 8 | -6 | 3 | 0.4 | -4 | -4 | 20 | -11 | 12 | -2
Nc1ccc(Cl)cc1C(=O)c1ccc[nH]1 | 5 | 2 | -5 | -7 | 3.5 | 0 | . | -2 | -8 | 1 | .
CCCCOC(=O)C1[C@H]2C(=O)N(CCc3ccccc3)C[C@]23C=C[C@H]1O3 (stereo partly specified) | -3 | -4 | . | 1 | 0.1 | 2 | 1 | 10 | -4 | -12 | 1
CCCN(C)C1CN(Cc2cn(Cc3cc(C)cc(C)c3)nn2)S(=O)(=O)C1 (stereo unspecified) | . | . | -7 | 2 | -1.2 | 5 | . | . | . | 7 | .
O=C(O)C1C2C=CC(O2)C1C(=O)NCCC1=CCCCC1 (stereo unspecified) | 16 | 7 | . | -26 | -1.3 | -1 | -6 | 8 | 2 | 4 | 2
O=C(CCC1CCN(C(=O)c2cccc(Cl)c2F)CC1)Nc1ccccc1 | 11 | -4 | -5 | -16 | 0.1 | -5 | 9 | 11 | -5 | 10 | 3
CSC1=N/C(=C/c2cccnc2)C(=O)N1Cc1ccc(Cl)cc1 | 2 | -3 | -5 | -22 | 0.2 | -2 | -3 | 8 | -4 | 12 | -2
CCSc1nc2ccccc2[nH]1 | 4&1 | 8&-1 | -9&-7 | 12&11 | -0.7&-0.6 | 1&0 | -3&-13 | -1&7 | -3&-4 | 6&0 | 3&5
NS(=O)(=O)c1ccc(NC(=O)COC(=O)C2CC2)cc1 | 3 | 9 | -6 | -40 | 2.2 | -2 | 2 | -1 | -1 | 4 | .
CCCCNC(=O)C(=O)NCCCn1ccnc1 | 40 | 3 | -2 | 4 | -0.5 | 6 | 10 | 10 | 0 | 11 | 2
C=CCn1c(SCC(=O)Nc2ncc(Cc3ccc(Br)cc3)s2)nnc1-c1ccncc1 | -10 | -8 | -7 | 8 | -0.7 | -3 | -1 | -3 | -7 | -2 | 0
Nc1ccn(Cc2cccc(F)c2)n1 | 2 | 1 | -7 | 13 | 1.7 | -2 | -8 | 6 | 2 | 8 | 3
Cc1cc(Cl)ccc1C1=CC(=O)C[C@H](c2ccc(F)cc2)C1 | -10 | 2 | -5 | -52 | 3.6 | -1 | -4 | 0 | 6 | 11 | 6
CCOC(=O)c1ccc(CSc2n[nH]c(C)n2)o1 | 2 | 1 | -6 | -9 | -1.2 | 3 | -15 | 3 | -4 | -14 | 3
Cc1n[nH]c(C)c1S(=O)(=O)N1CCC(C(=O)Nc2cccc(F)c2)CC1 | -39 | 10 | -5 | 0 | 0.3 | -2 | -1 | 15 | -2 | 5 | 4
O=C(Nc1ccc(-c2nc3ccccc3o2)cc1)C1CCCO1 (stereo unspecified) | -16 | -6 | -7 | -81 | -3.0 | -3 | -38 | -142 | -16 | -181 | -3
COc1ccc(C2CC(Cn3cc(C#N)c(=O)n(C)c3=O)ON2C)cc1 (stereo unspecified) | 3 | -15 | -4 | -13 | -0.3 | 3 | -6 | -6 | 4 | 7 | 0
O=C(Nc1nnc(-c2cc(Cl)ccc2Cl)o1)C1=COCCO1 | -11 | -4 | -4 | -12 | -0.3 | 0 | -19 | -49 | -2 | -26 | 0
Cc1cccc(NC(=O)CCS(=O)(=O)c2ccccc2)n1 | -19 | 3 | -4 | 26 | 0.8 | 8 | -16 | -33 | 2 | -54 | 2
COc1ccc(CCNC(=O)CSc2nnc(Cn3c(=O)sc4ccccc43)n2C)cc1OC | 18 | 1 | -8 | 9 | -0.7 | -3 | -6 | 13 | 6 | 4 | 3
CCCCC(=O)NC(c1cccc([N+](=O)[O-])c1)c1ccc2cccnc2c1O (stereo unspecified) | 89* | -1 | -7 | 0 | 0.0 | 0 | 57 | 58* | 39 | 9 | .
Cc1ccc2cc(C3C(C#N)=C(N)Oc4c3ccc3cccnc43)c(=O)[nH]c2c1 (stereo unspecified) | 50 | 0 | -8 | -23 | 12 | 0 | -4 | 19 | 70* | 8 | 8
C/C(=C\C(=O)C(F)(F)F)Nc1ccc(C(F)(F)F)cc1 | -27 | 7 | -8 | 6 | -2.1 | -4 | -8 | 4 | 32 | 2 | 0
CSCCC(Nc1nc2ccccc2s1)C(=O)O (stereo unspecified) | -14 | -5 | -4 | 5 | -1.3 | 1 | -2 | 11 | 2 | 19 | -2
CC1CCCC(N2CCN(S(=O)(=O)c3ccccc3)CC2)C1 (stereo unspecified) | 9 | 4 | -3 | -17 | 0.2 | 1 | 11 | 7 | -5 | 1 | 3
Cc1ccccc1Nc1c(N)c(=O)oc2ccccc12 | -11 | 5 | -6 | 9 | -1.8 | 4 | -2 | 5 | 2 | -8 | 4
Cc1ccc(O)c(C(=O)c2cnc3c(c2)CN(CCC(C)C)C(=O)N3)c1 | 38 | 0 | . | -45 | -2.2 | -1 | 2 | 16 | 2 | 7 | -2
Cc1cc(C)nc(NS(=O)(=O)c2ccc(-n3cccc3)cc2)n1 | 26 | -3 | -4 | -12 | -0.6 | -1 | 3 | -68 | 0 | 2 | -1
Cc1cccc2c1N(CCCOc1ccccc1)C(=O)C2=O | 3 | -9 | . | 9 | 1.0 | 0 | 9 | -14 | 4 | -48 | -2
Cc1ccc(Cl)cc1NS(=O)(=O)c1ccccc1 | -28 | -10 | -6 | -19 | -1.8 | -5 | 11 | -1 | 3 | 4 | .
COc1cccc2sc(N3CCN(c4nc5ccccc5s4)CC3)nc12 | 62 | -2 | -6 | 0 | -4.4 | -1 | 24 | 16 | -14 | 0 | 1
COCCn1c(C)cc(C2=NNC(=NC(C)(C)C)SC2)c1C | -6 | -1 | -7 | -1 | -1.6 | 2 | -18 | -102 | -13 | -112 | -1
Cc1sc2ncnc(N3CCC(C(=O)Nc4nc(-c5cccs5)cs4)CC3)c2c1C | 6 | 10 | -15 | -5 | -0.1 | 3 | 17 | -44 | -6 | -5 | 3
O=C(CCC1COc2ccccc2O1)Nc1ccc(Cl)cn1 (stereo unspecified) | -34 | -11 | -5 | 31 | -2.9 | 4 | -18 | 27 | -19 | -159 | 0
O=C(COC(=O)c1cnccn1)c1cccc([N+](=O)[O-])c1 | 6 | 11 | -4 | -27 | 2.8 | -3 | -6 | 10 | 2 | 12 | -2
COc1ccc(S(=O)(=O)c2nnn(-c3cccc(OC)c3)c2N)cc1 | 11 | 4 | 13 | -14 | -0.4 | 5 | 16 | 12 | -8 | 7 | 1
